# Bioassay records: PubChem, several laboratories
# TbHK1 inh: blocks Trypanosoma brucei hexokinase 1 activity; AID 1430; inhibition, % at 10 µM; recombinant TbHK1, G6PDH-coupled NADH A340; hit rate 0.11% among 220,000;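 active = inhibition of 50% or more in the single-dose primary screen; inactive = inhibition below 50%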
# L929 necroptosis: L929 zVAD cell death inhibition; L929 zVAD necroptosis rescue, ATP luminescence, 24 h; with zVAD 60 µM; viability rescue, % at 10 µM; hit rate 0.38% among 220,000; AID 1377;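 active = activation, scaled between plate controls, above about 75%, limit read from the data; inactive = activation under that limit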;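 also: 0% = zVAD with DMSO and 100% = DMSO alone without zVAD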
# 14-3-3 Bad inh: disrupts binding of bovine 14-3-3 zeta to phospho-Bad peptide. hit rate 0.71% among 220,000. AID 781. inhibition, % at 21.7 µM. P63103. TR-FRET 14-3-3zeta/Dy647-pBad peptide displacement, 1 h;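 active = inhibition above about 70%, limit read from the data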;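 also: 0% = full 14-3-3 plus peptide FRET controls and 100% = background without 14-3-3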
# Target sequence (P63103 whole entry, looked up): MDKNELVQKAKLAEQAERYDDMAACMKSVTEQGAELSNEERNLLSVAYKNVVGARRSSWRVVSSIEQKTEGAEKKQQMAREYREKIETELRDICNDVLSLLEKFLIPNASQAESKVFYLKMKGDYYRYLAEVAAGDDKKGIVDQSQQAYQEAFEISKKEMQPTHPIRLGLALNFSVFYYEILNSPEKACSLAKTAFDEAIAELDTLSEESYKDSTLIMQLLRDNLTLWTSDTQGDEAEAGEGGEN
# Runt-SMMHC FRET: inhibitors of human RUNX1 Runt domain binding to CBFb-SMMHC; inhibition, % at 20 µM; Cerulean-Runt/Venus-CBFb-SMMHC FRET ratio 530/480, 1 h; hit rate 0.74% among 220,000;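 active = mean inhibition across duplicate retests at 20 µM reaching about 50%, limit read from the data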;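 also: 0% = DMSO wells and 100% = wells with excess untagged CBFb-SMMHC; inhibitors lower the FRET ratio by blocking Runt binding to CBFb-SMMHC; some results filed as inactive read as strong as hits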
# p47phox inh: p47phox (human) inhibition; P14598; p47phox/p22phox peptide binding, fluorescence polarization, 2 h; inhibition, % at 24.7 µM; hit rate 0.53% among 220,000;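 active = inhibition above about 30%, limit read from the data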;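 also: 0% = p47phox with labelled peptide and 100% = labelled peptide alone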
# Target sequence (P14598 whole entry, looked up): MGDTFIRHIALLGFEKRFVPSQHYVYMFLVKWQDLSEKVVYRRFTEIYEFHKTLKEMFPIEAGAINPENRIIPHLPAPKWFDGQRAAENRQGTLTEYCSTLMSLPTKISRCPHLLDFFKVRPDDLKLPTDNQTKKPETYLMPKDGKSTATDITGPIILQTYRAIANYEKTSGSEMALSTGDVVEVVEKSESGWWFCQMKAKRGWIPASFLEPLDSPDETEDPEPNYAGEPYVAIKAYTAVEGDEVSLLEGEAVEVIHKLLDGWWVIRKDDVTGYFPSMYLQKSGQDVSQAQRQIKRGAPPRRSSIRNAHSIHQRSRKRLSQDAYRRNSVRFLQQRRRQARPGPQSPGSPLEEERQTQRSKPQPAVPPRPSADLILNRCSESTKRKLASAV
# MDM2 E3 inh: Mdm2 E3 ligase (human) inhibition; signal enhancement, % at 5 µM; AID 1230; cell-based MDM2 ubiquitination luciferase reporter, 2 h; 0 = plate control, 100 = twice control, blank-subtracted; hit rate 0.11% among 210,000;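 active = signal enhancement of 30% or more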;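 also: luminescence tracks abundance of the self-degrading MDM2-luciferase fusion protein; higher signal means inhibition of MDM2 E3 ligase activity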
#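 Assay system: stable mammalian line carrying autodegrading MDM2–luciferase fusion reporter; Input: 2000 cells in each well; Compound dosing: single-point 5 µM; Schedule: 2 h compound exposure at 37 °C; Signal: SteadyLite luciferase luminescence after 15 min room-temperature reagent incubation; Evaluation: % luminescence enhancement versus blank-corrected plate control mean; Benchmarks: plate controls and plate blanks.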
# EBV gp42 block: inhibitors of Epstein-Barr virus glycoprotein 42; AID 1085; hit rate 0.42% among 220,000; Fluorescence polarization binding assay, mP read-out; inhibition, % (tested at 21.74 µM); Q1HVG2; in the data active = inhibition above about 50%
# Target sequence (Q1HVG2 whole entry, looked up): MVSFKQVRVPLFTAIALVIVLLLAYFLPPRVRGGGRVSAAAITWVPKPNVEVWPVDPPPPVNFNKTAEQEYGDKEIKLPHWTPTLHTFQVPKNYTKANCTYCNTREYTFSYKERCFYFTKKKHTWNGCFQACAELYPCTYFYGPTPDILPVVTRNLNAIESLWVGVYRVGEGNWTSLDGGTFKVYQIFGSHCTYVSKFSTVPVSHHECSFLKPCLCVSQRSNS
# Runt-CBFb FRET: inhibitors of human RUNX1 Runt domain binding to CBFb; Q01196+Q13951; inhibition, % at 20 µM; Cerulean-Runt/Venus-CBFb FRET ratio 530/480, 1 h; hit rate 0.46% among 220,000;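 active = inhibition over about 50% at 20 µM in the single-dose screen, limit read from the data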;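 also: 0% = DMSO wells and 100% = excess unlabeled CBFb competitor control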
#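 Measured by: fluorescence energy transfer, 422 nm excitation, 530/480 nm emission; test system: Cerulean-tagged RUNX1 Runt domain (FRET donor) fusion protein; buffer or medium: Tris pH 7.5 buffer with BSA; compound: one dose, 20 µM compound, 1% DMSO; times: two 1 h room-temperature incubations shielded from light; benchmarks: unlabeled CBFb 5 µM, positive control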
# Hck Nef HTS: blocks Nef-activated human Hck kinase. inhibition, % at 20 µM. Recombinant Hck-YEEI plus Nef, Z-Lyte FRET kinase assay. P08631. hit rate 0.68% among 220,000;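 active = Hck-Nef kinase inhibition above about 50%, limit read from the data; inactive = inhibition below that limit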;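 also: 0% = DMSO with Hck plus Nef and 100% = Hck alone without Nef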
# The depositor's hits bear a star; . = no result given; [ ] = remark or other dose.
[1] Cc1cccnc1NC(=O)COc1ccc2oc3c(c2c1)CCCC3
[2] CCC(=O)N1CCCc2ccccc21
[3] O=C(NC1CCS(=O)(=O)C1)Oc1ccc(Cl)cc1 (stereo not given)
[4] Cc1ccc(/C=N/NC(=O)CN2C(=O)CSc3ccccc32)o1
[5] Cc1ccsc1CNC12CC3CC(CC(C3)C1)C2
[6] COC(=O)Cc1csc(Nc2ccc(F)c(Cl)c2)n1
[7] CCOC(=O)CSc1nnc(CNc2cccc(Cl)c2)n1C
[8] O=C1/C(=C/c2ccccn2)SC(=S)N1CCc1ccccc1
[9] O=C(Nc1nc2ccccc2n1Cc1ccccc1)c1ccc(COc2ccccc2[N+](=O)[O-])o1
[10] COc1ccc([N+](=O)[O-])cc1/C=N/Nc1nn[nH]n1
screen / no.,1,2,3,4,5,6,7,8,9,10
TbHK1 inh,6,-10,-3,-12,5,-4,3,-28,-10,-34
L929 necroptosis,0.0,-0.1,0.1,0.8,0.9,1.7,-0.6,0.7,-0.3,1.7
14-3-3 Bad inh,6,9,7[fluorescence artefact?],-6,-5,-5,-5[fluorescence artefact?],0,0,-11
Runt-SMMHC FRET,-2,-3,3,0,3,1,2,-2,14,-2
p47phox inh,-8,-7,-2,-15,-3,-5,1,-4,-1,-8
MDM2 E3 inh,-8,-20,-12,-8,-8,-5,4,1,-4,-4
EBV gp42 block,-36,-19,-17,-5,7,-1,-17,-19,-1,-3
Runt-CBFb FRET,-4,2,3,-1,-1,1,0,3,5,2
Hck Nef HTS,7,4,0,17,18,14,7,24,-1,29

[11] CCn1c(C(=O)N2CCC(C(=O)NCCCSC3CCCCC3)CC2)cc2sccc21
[12] O=C(Cn1cc2c(n1)CCCC2)NC1CCCCCC1
[13] CCCCc1ccc(NC(=O)CC(C)C)cc1
[14] Cc1ccccc1NC(=O)C(C)n1c2ccccc2c2nc(=O)cc(C)n21 (stereo not given)
[15] CC12CCC(C(=O)Nc3ccccc3Cl)(C(Br)C1=O)C2(C)C (stereo not given)
[16] CCOC(=O)CSc1c(-c2cccs2)[nH]c2ccccc12
[17] Cc1c(NC(=O)CN2CCN(C(c3ccccc3)c3ccccc3)CC2)c(=O)n(-c2ccccc2)n1C
[18] CCc1ccccc1NC(=O)CCN1C(=O)C2C3CCC(C3)C2C1=O (stereo not given)
[19] CCOc1ccc(N(C)S(=O)(=O)c2ccc3[nH]cc(C(=O)NCC4CCCO4)c(=O)c3c2)cc1 (stereo not given)
[20] COc1cc(NC(=O)CN(C)S(=O)(=O)c2ccc(C)cc2)cc(OC)c1
screen / no.,11,12,13,14,15,16,17,18,19,20
TbHK1 inh,-20,-7,10,-6,2,-9,1,-8,-4,2
L929 necroptosis,3.5,1.1,0.4,-0.2,0.0,0.8,-0.4,4.1,0.2,1.0
14-3-3 Bad inh,4,1[fluorescence artefact?],-2,7,-4[fluorescence artefact?],3[fluorescence artefact?],0[fluorescence artefact?],-13,22,12
Runt-SMMHC FRET,-1,-3,-1,-4,-1,-3,0,3,-8,0
p47phox inh,-18,-2,3,-3,-4,-21,-14,17,-11,-1
MDM2 E3 inh,-14,-3,-11,-10,-1,7,-21,-3,-11,-14
EBV gp42 block,14,-11,5,-12,8,10,-8,-5,9,-11
Runt-CBFb FRET,-6,1,-1,-1,1,19,0,-1,-4,-1
Hck Nef HTS,1,-5,13,16,5,5,-1,21,11,1

[21] Cc1nn(-c2ccccc2)c(C)c1C1C(C#N)=C(N)Oc2n[nH]c(C)c21 (stereo not given)
[22] CC(=O)c1ccc(NC(=O)CNCC(c2ccccc2)N(C)C)cc1 (stereo not given)
[23] Cc1cc(C)c(C2C(C#N)=C(N)Oc3n[nH]c(C)c32)cc1CN1CCCC1 (stereo not given)
[24] Cc1nc2cc(NCc3ccccc3O)ccc2n1Cc1ccccc1
[25] O=S(=O)(Nc1ncccn1)c1ccc(NC(=S)Nc2ccc(Cl)cc2)cc1
[26] CCOC(=O)N1CCN(C(=S)NC(C)(C)C)CC1
[27] CCNc1nc(OCCNS(=O)(=O)c2cc(C)ccc2C)nc(N(C)C)n1
[28] Cc1cc(NC(=O)CSc2nc3ccccc3c(=O)n2Cc2ccccc2)no1
[29] O=c1c2ccccc2ncn1CCCOc1ccccc1[N+](=O)[O-]
[30] Cc1ccc(-c2noc(-c3ccccc3C(=O)N3CCN(C)CC3)n2)cc1
screen / no.,21,22,23,24,25,26,27,28,29,30
TbHK1 inh,-3,-3,4,0,-8,0,-1,-1,-7,4
L929 necroptosis,-0.2,2.7,0.2,-0.5,0.4,-0.1,0.5,0.2,0.0,-0.1
14-3-3 Bad inh,-1,21,6,1,-3,-3,14,6,0[fluorescence artefact?],-5[fluorescence artefact?]
Runt-SMMHC FRET,1,3,-2,-3,-6,0,6,1,2,0
p47phox inh,-15,8,-3,19,-6,4,-1,-4,-8,-2
MDM2 E3 inh,-9,0,-18,13,-13,0,-8,1,-8,-5
EBV gp42 block,11,-12,-11,3,-8,8,-14,-8,9,0
Runt-CBFb FRET,-4,1,2,6,5,-2,-2,-3,0,-1
Hck Nef HTS,-1,9,0,20,3,11,-1,7,1,-1

[31] C=CCOc1ccc(/C=N\NC(N)=S)cc1
[32] CC1(NC(=S)Nc2ccc3ccccc3c2)CCS(=O)(=O)C1 (stereo not given)
[33] O=C(CSc1ccc2nnc(-c3cccnc3)n2n1)c1ccccc1
[34] CCOC(=O)c1ccc(NC(=O)c2cccc(S(=O)(=O)N3CCOCC3)c2)cc1
[35] O=C(Nc1ncccn1)c1cccs1
[36] O=C(CSc1cccc[n+]1[O-])Nc1ccc2c(c1)OCO2
[37] CC1(C)CC(CC(=O)Nc2ccccn2)C(=O)O1 (stereo not given)
[38] O=C(CSc1nc(-c2ccco2)cc(C(F)(F)F)n1)Nc1ccccc1C(F)(F)F
[39] Cc1ccc(S(=O)(=O)N2CCOCC2)cc1C(=O)N1c2ccccc2Sc2ccccc21
[40] CC(/C=C/c1ccccc1F)=N\NC(=O)c1ccccc1
screen / no.,31,32,33,34,35,36,37,38,39,40
TbHK1 inh,-17,-13,-2,-1,4,-2,-4,-8,-13,-13
L929 necroptosis,-0.7,-0.5,7.1,9.2,-0.1,4.0,-0.4,0.7,0.5,3.6
14-3-3 Bad inh,-10,-3,-17,-4,10,-17,-3,-2,-8,9
Runt-SMMHC FRET,0,0,1,-36,-1,1,5,-4,-1,0
p47phox inh,-13,-3,1,-8,-1,-7,-4,-13,-25,-5
MDM2 E3 inh,11,-7,-14,-43,-11,-15,-9,8,-7,-14
EBV gp42 block,-4,-15,-8,-9,-3,-15,-14,-13,-7,-21
Runt-CBFb FRET,-1,17,0,-5,-2,0,1,-8,0,-1
Hck Nef HTS,7,23,20,2,0,26,6,0,6,12

[41] O=C1c2ccccc2C(=O)N1CC(O)CNc1ccc(Br)cc1 (stereo not given)
[42] O=C(CCc1nc(-c2ccccc2F)no1)NCCN1CCc2ccccc2C1
[43] NC(=O)CC[C@@H]1NC(=O)[C@H](CO)NC(=O)c2cc([N+](=O)[O-])cc(I)c2NCCCC[C@@H](C(N)=O)NC(=O)[C@H](Cc2ccc(O)cc2)NC1=O
[44] CC(C)(C)C1CCc2c(C(=O)NNC(=O)CCCC(=O)O)csc2C1 (stereo not given)
[45] COC(=O)c1nn(-c2ccc(OC)cc2)c(=O)c2c(N)sc(C)c12
[46] Cc1cc(N2C(=O)C(O)=C(C(=O)c3cccs3)C2c2cccc(Br)c2)no1 (stereo not given)
[47] COc1ccc(N2CC(O)(c3ccc(OC(F)F)cc3)[N+]3=C2CCCC3)cc1 (stereo not given)
[48] CCc1ccccc1NC(=S)NC1CC2CCC(C1)N2Cc1ccco1 (stereo not given)
[49] CCOC(=O)c1sc(NS(=O)(=O)c2cc(C)ccc2C)nc1C
[50] CC(=NCc1ccc2c(c1)OCO2)C1=C(O)c2ccccc2C1=O
screen / no.,41,42,43,44,45,46,47,48,49,50
TbHK1 inh,23,-6,-11,-3,-7,-24,4,0,13,12
L929 necroptosis,0.2,-0.4,3.7,0.8,0.5,0.1,-0.2,-0.1,0.8,0.1
14-3-3 Bad inh,-30,3[fluorescence artefact?],10,-4[fluorescence artefact?],7[fluorescence artefact?],-15,-1,-9[fluorescence artefact?],-5[fluorescence artefact?],12[fluorescence artefact?]
Runt-SMMHC FRET,3,4,-1,3,6,0,-1,-1,6,-1
p47phox inh,-6,-8,-4,-11,-10,0,-4,-6,-7,0
MDM2 E3 inh,-3,-17,.,-11,-6,-11,-4,-12,-20,1
EBV gp42 block,-21,-28,-11,-2,-31,2,4,-4,-9,2
Runt-CBFb FRET,2,-54,0,-5,26,9,-104,-3,1,-2
Hck Nef HTS,4,-19,-6,1,-2,-5,-36,0,-17,1

# Quoted at random: 2 compounds from above.
[43] NC(=O)CC[C@@H]1NC(=O)[C@H](CO)NC(=O)c2cc([N+](=O)[O-])cc(I)c2NCCCC[C@@H](C(N)=O)NC(=O)[C@H](Cc2ccc(O)cc2)NC1=O
[41] O=C1c2ccccc2C(=O)N1CC(O)CNc1ccc(Br)cc1 (stereo not given)
screen / no.,43,41
TbHK1 inh,-11,23
L929 necroptosis,3.7,0.2
14-3-3 Bad inh,10,-30
Runt-SMMHC FRET,-1,3
p47phox inh,-4,-6
MDM2 E3 inh,.,-3
EBV gp42 block,-11,-21
Runt-CBFb FRET,0,2
Hck Nef HTS,-6,4

# The listing picks up, repeating the four entries before the break.
[47] COc1ccc(N2CC(O)(c3ccc(OC(F)F)cc3)[N+]3=C2CCCC3)cc1 (stereo not given)
[48] CCc1ccccc1NC(=S)NC1CC2CCC(C1)N2Cc1ccco1 (stereo not given)
[49] CCOC(=O)c1sc(NS(=O)(=O)c2cc(C)ccc2C)nc1C
[50] CC(=NCc1ccc2c(c1)OCO2)C1=C(O)c2ccccc2C1=O
[51] CCN(CC)CCCNC(=O)c1sc2nc(-c3ccc(F)cc3)cn2c1C
[52] O=C(Nc1ccc2nn(-c3ccccc3)nc2c1)c1cccnc1
[53] CC(C)CC(c1nnnn1C1CCCC1)N1CCN(c2ccccc2F)CC1 (stereo not given)
[54] CCC(=O)c1ccc(OCC(=O)N2CCc3cc(OC)c(OC)cc3C2)cc1
[55] COc1ccc(C(=O)N[C@H](C(=O)NCc2cccs2)C(C)C)cc1
[56] Cc1nn(C)cc1CNC(=O)COc1ccc(Cl)cc1Cl
[57] Cc1csc(NC(=O)C2CCC(C)(C(=O)O)C2(C)C)n1 (stereo not given)
screen / no.,47,48,49,50,51,52,53,54,55,56,57
TbHK1 inh,4,0,13,12,-4,-48,2,-2,-2,6,4
L929 necroptosis,-0.2,-0.1,0.8,0.1,-0.1,1.7,0.3,0.0,1.4,.,-0.2
14-3-3 Bad inh,-1,-9[fluorescence artefact?],-5[fluorescence artefact?],12[fluorescence artefact?],-19,3[fluorescence artefact?],46,8[fluorescence artefact?],-2,12,5
Runt-SMMHC FRET,-1,-1,6,-1,5,5,2,2,5,-2,-2
p47phox inh,-4,-6,-7,0,5,-14,-11,1,5,-11,-10
MDM2 E3 inh,-4,-12,-20,1,-19,-12,-38,-4,2,2,-11
EBV gp42 block,4,-4,-9,2,-4,-4,-17,-23,-29,-14,4
Runt-CBFb FRET,-104,-3,1,-2,3,-2,-1,-2,1,0,-2
Hck Nef HTS,-36,0,-17,1,2,5,1,0,-1,1,2
